Bioassay records from PubChem.
eLon inh: inhibitors of E. coli Lon protease, primary screen, biochemical, fluorescence polarization; hit rate 0.42% among 360,000; inhibition, % at 7.94 µM; purified E. coli Lon protease; AID 602123, 2011; in the data active = inhibition above about 13%, passing the limit was not always enough;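 note: 0% = enzyme with probe and DMSO and 100% = no enzyme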
STEP inh: STEP phosphatase inhibitors, primary screen, biochemical, fluorescence intensity, uHTS. Tyrosine-protein phosphatase non-receptor type 5 (Homo sapiens), P54829. recombinant STEP, OMFP fluorogenic substrate. inhibition, % at 20 µM. hit rate 0.25% among 360,000;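 active = inhibition at 20 µM, scaled per plate between control wells, above about 37%, limit read from the data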;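 note: 0% = DMSO with enzyme and substrate and 100% = substrate only without enzyme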
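Also added – OMFP at 25 µM · Test system – STEP tyrosine phosphatase · Technique – FITC-channel fluorescence of OMFP product · Schedule – 20 min at room temperature, dark · Evaluation – control-normalized % inhibition with plate pattern correction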
Tb MetRS inh: T. brucei MetRS inhibitors, primary screen, biochemical, luminescence; methionyl-tRNA synthetase (Trypanosoma brucei brucei); purified T. brucei MetRS, ATP depletion, Kinase-Glo luminescence; inhibition, % at 11.9 µM; hit rate 0.4% among 360,000;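 active = inhibition above a per-plate cutoff of the control wells' mean inhibition plus 3 SD, cut at about 5.5% in these data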;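 note: 0% = DMSO wells median and 100% = median of wells with control inhibitor compound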
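Material – parasite MetRS enzyme · Medium – HEPES-MgCl2-KCl buffer plus DTT, spermine, BSA, pyrophosphatase · Reagent – ATP, methionine and E. coli bulk tRNA substrates · Times – 15 min enzyme-compound preincubation, 2 h reaction, 10 min detection, 25 °C · Measured by – luminescence of leftover ATP · Evaluation – percent inhibition relative to median high and low control wells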
DNMT1 block: human DNMT1 methyltransferase inhibitors, primary screen, biochemical, molecular beacon, fluorescence, HinP1I cleavage, uHTS; DNA (cytosine-5)-methyltransferase 1 (Homo sapiens), P26358; inhibition (reported as % activation of signal), % at 10 µM; hit rate 0.83% among 360,000; AID 588458, 2011; in the data active = inhibition above about 50%
SUMO1 PPI mod: modulators of SUMO1 protein-protein interactions, primary screen, biochemical, uHTS | Small ubiquitin-related modifier 1 (Homo sapiens), P63165 | SUMO1 binding to a labelled peptide, TR-FRET, 1 h | inhibition, % at 20 µM | hit rate 0.33% among 360,000; in the data active = inhibition above about 37%
LMPTP inh: LMPTP phosphatase inhibitors, primary screen, biochemical, fluorescence intensity, uHTS. AID 651560, 2012. Low molecular weight phosphotyrosine protein phosphatase (Homo sapiens), P24666. hit rate 0.22% among 360,000. inhibition, % at 20 µM. recombinant LMPTP-A, OMFP fluorogenic substrate;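 active = compounds that cut the enzyme signal by at least half of the control window in the single-dose screen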;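 note: plate controls were DMSO wells with enzyme plus substrate for no effect and substrate without enzyme for full effect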
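Assay system: LMPTP-A phosphatase enzyme | Input: 0.625 nM enzyme | Also added: Fluorogenic phosphatase substrate OMFP at 400 µM final | Compound dosing: One test concentration per compound, 20 µM, with 3% DMSO overall | Schedule: 50 min enzyme reaction at room temperature, protected from light | Signal: Fluorescence intensity | Benchmarks: no-enzyme and uninhibited controls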
MsrA inhibitor: bovine MsrA enzyme inhibitors, primary screen, biochemical, absorbance, HTS; hit rate 0.75% among 360,000; Methionine sulfoxide reductase A (Bos taurus); inhibition, % at 15.5 µM; purified bovine MsrA, absorbance read-out; in the data active = inhibition above about 4.5%;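 note: 0% = vehicle wells with enzyme and 100% = reference inhibitor wells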
NRP1-CendR mod: modulators of CendR peptide binding to NRP-1, primary screen, biochemical, fluorescence polarization, uHTS; Neuropilin-1 (Homo sapiens), O14786; FAM-RPARPAR peptide binding to NRP-1; inhibition, % at 25 µM; hit rate 0.85% among 360,000;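 active = inhibition or corrected inhibition above about 18%, plus a signal ratio from 0.5 to 1.5, limit read from the data, passing the limit was not always enough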; note: strong numbers were not always called active
Target sequence (O14786 whole entry, looked up): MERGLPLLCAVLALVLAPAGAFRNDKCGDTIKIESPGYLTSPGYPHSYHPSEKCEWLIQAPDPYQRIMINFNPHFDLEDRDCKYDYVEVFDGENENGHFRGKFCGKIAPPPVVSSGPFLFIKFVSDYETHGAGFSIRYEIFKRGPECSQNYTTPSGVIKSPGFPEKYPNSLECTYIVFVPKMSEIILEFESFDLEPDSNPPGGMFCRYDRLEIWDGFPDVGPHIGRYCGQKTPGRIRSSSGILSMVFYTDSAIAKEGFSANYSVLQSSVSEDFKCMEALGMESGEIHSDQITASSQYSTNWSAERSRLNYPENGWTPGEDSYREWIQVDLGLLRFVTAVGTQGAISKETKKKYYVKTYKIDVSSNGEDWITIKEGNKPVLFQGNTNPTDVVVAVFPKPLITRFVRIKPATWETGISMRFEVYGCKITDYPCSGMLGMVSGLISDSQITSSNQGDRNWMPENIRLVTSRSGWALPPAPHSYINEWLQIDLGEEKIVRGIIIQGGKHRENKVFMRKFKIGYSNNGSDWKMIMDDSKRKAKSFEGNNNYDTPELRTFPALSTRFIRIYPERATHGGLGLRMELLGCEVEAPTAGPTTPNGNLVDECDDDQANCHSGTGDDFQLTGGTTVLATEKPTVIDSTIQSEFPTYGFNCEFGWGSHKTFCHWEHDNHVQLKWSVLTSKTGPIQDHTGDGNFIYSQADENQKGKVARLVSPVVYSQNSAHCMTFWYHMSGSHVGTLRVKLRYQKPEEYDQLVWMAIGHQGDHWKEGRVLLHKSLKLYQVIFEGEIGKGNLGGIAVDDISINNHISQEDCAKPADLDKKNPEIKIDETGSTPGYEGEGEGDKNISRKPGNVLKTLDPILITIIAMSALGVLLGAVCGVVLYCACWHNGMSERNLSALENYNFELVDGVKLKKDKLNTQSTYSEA
MsrA act: bovine MsrA enzyme activators, primary screen, biochemical, absorbance, HTS; Methionine sulfoxide reductase A (Bos taurus); hit rate 0.3% among 360,000; purified bovine MsrA, absorbance read-out; activation, % at 10.6 µM; in the data active = activation above about 7.5%;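 note: 0% = vehicle and 100% = reference activator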
Scp-1 inhibitor: Scp-1 phosphatase inhibitors, primary screen, biochemical, colorimetric, uHTS. Carboxy-terminal domain RNA polymerase II polypeptide A small phosphatase 1 (Homo …. Recombinant Scp1, phosphopeptide, malachite green phosphate absorbance. inhibition, % at 20 µM. hit rate 0.88% among 340,000;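 active = inhibition above about 50% at 20 µM, limit read from the data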;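 note: plate controls were DMSO wells with enzyme for no effect and wells lacking enzyme for full effect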
Target sequence (Q9GZU7 76-261 limits assumed): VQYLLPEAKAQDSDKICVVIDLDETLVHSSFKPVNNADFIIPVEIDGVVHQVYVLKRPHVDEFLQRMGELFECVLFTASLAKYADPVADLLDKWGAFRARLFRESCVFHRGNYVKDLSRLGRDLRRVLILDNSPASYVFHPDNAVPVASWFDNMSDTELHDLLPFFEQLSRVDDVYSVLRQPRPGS
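Test system: SCP-1 catalytic domain; Buffer or medium: Acidic Tris acetate buffer with magnesium and detergent; Also added: Phosphorylated 17-residue peptide substrate; Compound: single 20 µM dose, 1% DMSO; Schedule: enzyme reaction 45 min at room temperature, colour 5 min, stabilisation 30 min; Signal: Phosphate-binding colour reagent, absorbance read at 630 nm.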
* = called active by the depositor; · = not tested or not shown.

Values in the order – eLon inh	STEP inh	Tb MetRS inh	DNMT1 block	SUMO1 PPI mod	LMPTP inh	MsrA inhibitor	NRP1-CendR mod	MsrA act	Scp-1 inhibitor
> CC(C)c1ccc2c(c1)[C@H]1OCC[C@H]1[C@@H](c1cccs1)N2
  8	2	-1.0	1	-5	1.0	-0.3	-5	-2	-7
> Cc1ccccc1N1C(=O)c2ccccc2NC1c1ccncc1 (stereo not drawn)
  -6	-3	-0.1	0	-2	-0.2	-0.1	28*	2	-13
> O=C(c1ccco1)N(Cc1cccc([N+](=O)[O-])c1)c1ccc(Br)cc1
  -4	1	-0.5	-5	-15	0.5	0.1	16	-8	-10
> O=C(Nc1ccc(S(=O)(=O)NCc2ccccc2)cc1)c1ccccc1[N+](=O)[O-]
  3	-2	0.2	-6	-14	0.3	0.3	0	-2	-12
> CCOC(=O)c1ccc(Oc2nc(NC)nc(OC)n2)cc1
  0	-2	-0.7	-2	0	0.3	2.1	2	-6	2
> CN(C(=O)CCN1C(=O)C2C3C=CC(C3)C2C1=O)c1ccccc1 (stereo not drawn)
  -2	0	-0.2	1	-3	-0.5	-1.1	-8	5	-7
> CC(C)(C)c1cc2nc(NCCc3ccc(S(N)(=O)=O)cc3)ccn2n1
  -1	-1	-0.2	-3	4	1.5	0.6	-15	0	·
> COc1cccc(/C=N/NC(=O)CSc2nnc(C)n2-c2ccccc2)c1OC
  -5	-1	-0.8	3	-1	-0.9	-0.7	0	-6	-2
> O=Nc1ccc(O)c2ncccc12
  -5	2	-0.3	-13	-27	2.3	1.4	-6	-3	9
> Cc1ccc(NS(=O)(=O)c2cccs2)nc1
  8	-1	-0.4	1	2	-5.2	1.1	-4	-7	-8
> Cc1ccc(S(=O)(=O)Nc2ccc(O)c(Sc3ncn[nH]3)c2)cc1
  3	1	0.8	-1	0	-0.3	0.3	14	-4	-7
> COC(=O)C1=C(CCc2ccccc2)NC(=O)NC1c1ccc(Cl)cc1 (stereo not drawn)
  -7	-3	-0.3	-1	3	1.9	-0.3	7	-1	4
> CC(=O)c1cccc(NC(=O)NC2CC(=O)N(c3ccc4c(c3)OCCO4)C2)c1 (stereo not drawn)
  4	-2	-0.1	-1	-1	0.6	0.6	-11	-1	-1
> O=C(CN1CCC(NC(=O)c2ccccc2Cl)CC1)NCc1ccco1
  -13	0	-0.3	-2	2	-2.2	0.9	0	-3	-3
> Cc1ccc(S(=O)(=O)Nc2nc3ccccc3s2)cc1
  -6	-1	1.1	-1	-1	1.3	-0.1	-1	6	-3
> C(=N\N1CCOCC1)/c1cn(-c2ccccc2)nc1-c1ccccc1
  -11	-1	-1.0	-1	16	-0.2	7.0*	-1	-4	-3
> Cc1ccsc1C(=O)NCCc1nnc2ccccn12
  4	2	-0.1	1	1	-0.7	-0.8	14	1	-9
> CCCCCNC(=O)c1ccc2c(=O)n(CCOC)c(=O)[nH]c2c1
  2	-2	-0.3	5	1	-0.7	-0.7	4	-3	-4
> COc1ccc(N2CCN(C(=O)CSc3nnc4nc(C)cc(C)n34)CC2)cc1
  3	-2	-0.6	-9	-2	-0.8	·	-15	-1	-7
> COc1ccc(-c2onc3ccc(Cl)cc23)cc1
  -8	2	0.2	-6	-9	0.4	0.5	-7	-3	-10
> CC1CCCN(CC(=O)Nc2ccc(S(=O)(=O)N3CCCCCC3)cc2)C1 (stereo not drawn)
  -9	-1	-1.3	-2	-3	0.6	-1.8	3	-6	8
> Cc1cccc(NC(=O)c2sccc2-n2cccc2)c1C
  -12	-1	-0.3	-1	2	0.8	1.1	-3	2	-2
> CCC(NC(=O)CSc1nnnn1C1CC1)c1ccc(Br)cc1 (stereo not drawn)
  -3	-1	-0.3	3	5	-0.3	-0.2	7	-2	-8
> Cc1ccc(NC(=O)N2CCC(NC(=O)c3cccc(C)c3)CC2)cc1
  -5	0	-0.1	7	-3	0.7	-0.6	-1	-4	103*
> N#C/C(=N\O)c1nc2ccccc2s1
  -2	0	0.3	-1	-6	-0.3	4.7*	-1	-7	-8
> CC(NC(=O)COC(=O)COc1cccc2c1OC(C)(C)C2)c1ccccc1 (stereo not drawn)
  -11	-1	-0.5	-2	3	0.4	0.4	18	1	-2
> CN(C)c1cccc(C(=O)Nc2nnc(Cc3ccccc3)s2)c1
  7	0	-0.9	-2	-5	1.6	0.0	12	-4	-8
> COc1cc(-n2c(C)nc3cc(C(=O)O)ccc32)cc(OC)c1OC
  2	-1	0.1	-1	7	-0.9	0.5	4	0	-7
> CCC(C)[C@H](NC(=O)Nc1ccc(S(N)(=O)=O)cc1)C(=O)OC (stereo partly drawn)
  1	-1	0.3	0	-3	-2.2	-0.2	1	-2	-6
> CSc1ncccc1C(=O)Nc1ccc(S(=O)(=O)Nc2nccs2)cc1
  -16	3	0.2	0	4	-1.5	-0.6	-5	-5	3
> COc1c2c(nc3occc13)C(CCC(C)(C)O)(OC)C(O)CC2 (stereo not drawn)
  -5	-3	-2.1	7	2	-1.0	-0.3	2	-12	1
> Cc1cc(C)n(-c2nc3ccccc3nc2N2CCCCCC2)n1
  -3	6	0.0	0	-3	1.9	0.2	3	-1	0
> CC1CC(C)CN(CCOc2cccc3ccccc23)C1 (stereo not drawn)
  -6	5	-0.3	-3	2	-1.9	1.5	-9	-4	-2
> CC(=O)c1ccc(NC(=O)C(C)OC(=O)/C=C/c2ccco2)cc1 (stereo not drawn)
  -13	5	0.3	19	-11	8.0	1.7	-2	-4	19
> O=C(c1cc(=O)[nH]c2ccccc12)N1CC=C(c2ccccc2)CC1
  5	-1	-0.5	2	2	3.2	0.9	-1	-7	-4
> O=C(Nc1ccc2oc(-c3ccccc3F)nc2c1)c1cncc(Br)c1
  -9	14	-0.8	62*	0	32	0.8	2	-2	47
> COc1ccc(OC)c(NC(=O)CSC2=NN3CCCC(=O)N=C3S2)c1
  8	0	-0.2	-2	2	-1.6	-0.4	1	-2	-1
> Cc1ccc(C(=O)N/C(=C\c2sccc2C)C(=O)NCc2ccncc2)cc1
  7	3	-0.6	1	-12	-0.7	2.1	-12	-5	-8
> Cc1ccccc1C(=O)Nc1ccnn1C1CCN(Cc2ccccn2)CC1
  12	-3	-0.4	0	-1	-2.9	-0.6	11	-5	1
> COc1ccc(N2CCN(Cc3nc(N)nc(Nc4ccc(C)c(Cl)c4)n3)CC2)cc1
  -12	-2	-0.7	-10	1	0.1	-0.1	-2	-1	-10

Part of the list above, as tab-separated lines:
canonical_smiles	eLon inh	STEP inh	Tb MetRS inh	DNMT1 block	SUMO1 PPI mod	LMPTP inh	MsrA inhibitor	NRP1-CendR mod	MsrA act	Scp-1 inhibitor
CSc1ncccc1C(=O)Nc1ccc(S(=O)(=O)Nc2nccs2)cc1	-16	3	0.2	0	4	-1.5	-0.6	-5	-5	3
COc1c2c(nc3occc13)C(CCC(C)(C)O)(OC)C(O)CC2 (stereo not drawn)	-5	-3	-2.1	7	2	-1.0	-0.3	2	-12	1
Cc1cc(C)n(-c2nc3ccccc3nc2N2CCCCCC2)n1	-3	6	0.0	0	-3	1.9	0.2	3	-1	0
CC1CC(C)CN(CCOc2cccc3ccccc23)C1 (stereo not drawn)	-6	5	-0.3	-3	2	-1.9	1.5	-9	-4	-2
CC(=O)c1ccc(NC(=O)C(C)OC(=O)/C=C/c2ccco2)cc1 (stereo not drawn)	-13	5	0.3	19	-11	8.0	1.7	-2	-4	19
O=C(c1cc(=O)[nH]c2ccccc12)N1CC=C(c2ccccc2)CC1	5	-1	-0.5	2	2	3.2	0.9	-1	-7	-4
O=C(Nc1ccc2oc(-c3ccccc3F)nc2c1)c1cncc(Br)c1	-9	14	-0.8	62*	0	32	0.8	2	-2	47
COc1ccc(OC)c(NC(=O)CSC2=NN3CCCC(=O)N=C3S2)c1	8	0	-0.2	-2	2	-1.6	-0.4	1	-2	-1
Cc1ccc(C(=O)N/C(=C\c2sccc2C)C(=O)NCc2ccncc2)cc1	7	3	-0.6	1	-12	-0.7	2.1	-12	-5	-8
Cc1ccccc1C(=O)Nc1ccnn1C1CCN(Cc2ccccn2)CC1	12	-3	-0.4	0	-1	-2.9	-0.6	11	-5	1

Continued:
Values in the order – eLon inh	STEP inh	Tb MetRS inh	DNMT1 block	SUMO1 PPI mod	LMPTP inh	MsrA inhibitor	NRP1-CendR mod	MsrA act	Scp-1 inhibitor
> CC(=O)c1cccc(NC(=O)CN(C)Cc2ccc(OC(F)F)cc2)c1
  -2	-2	-0.5	-8	5	-1.9	1.3	-11	-3	-2
> O=C(CN1CCCCC1)NNC(=O)c1cccc(Br)c1
  -10	3	0.3	1	3	0.6	1.2	6	-2	-9
> Cc1ccccc1NC(=O)c1c(C)[nH]c(=S)c(C#N)c1-c1ccco1
  -29	2	-0.5	5	1	0.5	2.7	-22	-2	2
> CC(=O)Nc1ccc(S(=O)(=O)N2CCN=C2SCc2cccnc2)cc1
  -8	-1	-0.3	-1	1	-0.7	1.0	29*	-4	-4
> COc1ccc(S(=O)(=O)N2CCN(C)CC2)c2ccccc12
  2	-3	0.0	0	0	-0.3	0.3	-12	0	0
> CCC(=O)OCCNc1nc(-c2ccccc2)nc2ccccc12
  -12	-1	-0.1	10	0	40	-0.2	12	-3	-3
> CCOC(=O)c1sc(NC(=O)c2ccc(S(=O)(=O)N3CCCCC3)cc2)nc1-c1ccccc1
  1	0	-0.6	-4	-5	2.5	1.3	-6	2	-15
> Cc1cc(C2N=C(N)Nc3nc4ccccc4n32)c(C)n1-c1ccccc1Cl (stereo not drawn)
  3	3	0.5	-4	-9	16	0.2	6	-3	8
> Cc1ccc(OCC(=O)NCCNC(=O)c2cccnc2)cc1C
  -4	-2	-0.1	0	-1	0.6	0.6	10	-2	-1
> CCOC(=O)C(C(=O)OCC)C(Nc1ccc(Br)cc1)c1ccccc1 (stereo not drawn)
  -11	36	0.9	-10	3	-2.1	-0.2	12	-2	-2
